# Source: PubChem BioAssay
# ABCG2 inh: human ABCG2 inhibition, ABCB1 as counter-screen. AID 1325. Q9UNQ0. actives 0.1% (n = 190,000). inhibition, % at 6.6 µM. IgMXP3 cells, JC-1 efflux, flow cytometry;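 active means inhibition above 80%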;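 further: 0% = DMSO and 100% = nicardipine control wells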
#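 Test system: ABCG2 IgMXP3 and barcoded ABCB1 CCRF-Adr cell mix; Schedule: cells with compound and JC-1, 10 min at 25 °C, rotating, no wash; Technique: flow cytometry of retained JC-1 fluorescence; Measure: % inhibition of efflux relative to nicardipine and DMSO; Controls: nicardipine high and DMSO low controls.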
# RGS4-Gao reg: modulates binding of RGS4 to human Galphao | P09471 | Multiplexed bead flow cytometry; actives lie on both sides | binding response (% of control), % at 10 µM | actives 0.33% (n = 220,000) | AID 1415; in the data active means binding response below about 49% or above about 150%; inactive means in between;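 further: fluorescent Galphao activated with aluminum fluoride binding bead-coupled RGS4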
# Target sequence (P09471 whole entry, looked up): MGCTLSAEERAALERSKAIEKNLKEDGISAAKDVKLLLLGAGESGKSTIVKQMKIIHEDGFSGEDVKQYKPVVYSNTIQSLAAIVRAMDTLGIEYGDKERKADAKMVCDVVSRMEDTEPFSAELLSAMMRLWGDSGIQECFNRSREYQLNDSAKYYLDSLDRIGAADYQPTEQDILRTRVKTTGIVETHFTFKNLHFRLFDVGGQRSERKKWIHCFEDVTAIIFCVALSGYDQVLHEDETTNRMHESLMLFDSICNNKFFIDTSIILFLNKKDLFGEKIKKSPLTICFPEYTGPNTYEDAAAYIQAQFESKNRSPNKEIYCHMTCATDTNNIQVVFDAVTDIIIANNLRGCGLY
# Bcl-B Bim block: inhibitors of Bim-Bcl-B interaction, human. inhibition, % at 10 µM. bead-based flow cytometry, Bim peptide-Bcl-B binding. Q9HD36. actives 0.073% (n = 190,000);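 further: 0% = tracer peptide without compound and 100% = reference inhibitor peptide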
# Target sequence (Q9HD36 whole entry, looked up): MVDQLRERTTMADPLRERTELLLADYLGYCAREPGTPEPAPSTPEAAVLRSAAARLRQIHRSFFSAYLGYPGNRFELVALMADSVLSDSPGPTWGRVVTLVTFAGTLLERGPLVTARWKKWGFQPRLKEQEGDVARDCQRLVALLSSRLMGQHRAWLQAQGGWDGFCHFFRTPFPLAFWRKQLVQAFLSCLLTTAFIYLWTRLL
# GSH fluor: GSH bead compound fluorescence profile. actives 0.25% (n = 190,000). fluorescence (KMESF) at 10 µM. GSH beads flow cytometry, compound fluorescence 488/530 nm; hits give high values. AID 1776; in the data active means fluorescence above about 89;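 further: glutathione beads carrying GST-tagged Bcl family fusion proteins plus one bare bead set; values are compound well signal with DMSO vehicle wells as background; inactives centre near 16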
# ABCB1 block: inhibitors of human ABCB1 transporter, ABCG2 counter-screen; inhibition, % at 6.6 µM; CCRF-Adr cells, JC-1 efflux, flow cytometry; actives 0.067% (n = 190,000); AID 1326; P08183; in the data active means inhibition above about 40%;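 further: 0% = vehicle and 100% = reference inhibitor; higher value means more JC-1 retained so stronger ABCB1 efflux block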
# Bim-Bcl-W: inhibitors of Bim-Bcl-W interaction, human. bead-based flow cytometry, Bim peptide-Bcl-W binding. inhibition, % at 10 µM. actives 0.02% (n = 190,000). AID 952;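 further: 0% = bound tracer without compound and 100% = peptide blocker; higher means less fluorescent Bim peptide bound to Bcl-W beads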
# Bcl-2 Bim block: disrupts Bim peptide binding to human Bcl-2; actives 0.06% (n = 190,000); inhibition, % at 10 µM; AID 950; P10415; Bead-based flow cytometry, Bim peptide-Bcl-2 binding; in the data active means inhibition above about 40%; inconclusive means no clear call, values can overlap the other calls;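 further: 0% = no compound wells with probe peptide and 100% = reference peptide inhibitor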
# Target sequence (P10415 whole entry, looked up): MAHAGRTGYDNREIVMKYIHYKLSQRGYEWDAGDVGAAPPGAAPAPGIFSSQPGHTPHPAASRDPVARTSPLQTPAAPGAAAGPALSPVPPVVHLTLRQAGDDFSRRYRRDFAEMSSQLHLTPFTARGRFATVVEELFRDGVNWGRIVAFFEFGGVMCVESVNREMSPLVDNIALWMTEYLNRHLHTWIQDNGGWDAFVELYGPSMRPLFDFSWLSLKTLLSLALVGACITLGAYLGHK
# RGS7-Gao: regulators of human RGS7-Galphao interaction; P09471; Multiplexed bead flow cytometry, RGS7-Galphao binding; actives lie on both sides; binding response (% of control), % at 10 µM; actives 0.35% (n = 220,000); in the data active means binding response below about 49% or above about 150%; inconclusive means no clear call, values can overlap the other calls; inactive means in between;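 further: fluorescent Galphao held in activated GDP-AlF4 state binding bead-coupled RGS7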
# Bcl-XL Bim block: inhibitors of Bim-Bcl-XL interaction, human; Q07817; Bim peptide-Bcl-XL binding, bead flow cytometry, fluorescence; inhibition, % at 10 µM; actives 0.04% (n = 190,000); AID 1007
# Target sequence (Q07817 whole entry, looked up): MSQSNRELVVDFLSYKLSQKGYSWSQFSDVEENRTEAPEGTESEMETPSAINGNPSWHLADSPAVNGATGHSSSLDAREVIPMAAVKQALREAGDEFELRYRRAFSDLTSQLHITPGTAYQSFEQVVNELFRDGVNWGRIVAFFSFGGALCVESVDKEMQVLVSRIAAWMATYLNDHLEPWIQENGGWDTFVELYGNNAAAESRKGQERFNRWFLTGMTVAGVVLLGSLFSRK
# RGS8-Gao reg: human RGS8-Galphao interaction regulation; response (percent of control binding), % at 10 µM; AID 1423; actives 0.34% (n = 220,000); P09471; multiplexed bead flow cytometry, RGS8-Galphao binding; actives lie on both sides; in the data active means response below about 60% or above about 140%; inactive means in between;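 further: Galphao activated as the GDP aluminium fluoride complex binding bead-coupled RGS8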
# Bim-Bfl-1: human Bim-Bfl-1 interaction inhibition; Q16548; Bead-based flow cytometry, Bim-Bfl-1 binding inhibition; inhibition, % at 10 µM; actives 0.12% (n = 190,000); AID 1008;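 further: 0% = wells without compound plus tracer and 100% = blocker peptide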
# Numbers without * were called inactive; ? = inconclusive; & = joins results of further samples. Unless noted, no stated cut-off is given here; in the data, active means inhibition above about 40%.
SMILES,ABCG2 inh,RGS4-Gao reg,Bcl-B Bim block,GSH fluor,ABCB1 block,Bim-Bcl-W,Bcl-2 Bim block,RGS7-Gao,Bcl-XL Bim block,RGS8-Gao reg,Bim-Bfl-1
COc1cccc(NC(=O)CSc2nc3ccsc3c(=O)n2-c2ccc(C(=O)O)cc2)c1,-1,99,-4,12,-0.1,-1,-2,100,-1,101,-4
C/C(=N\Nc1nc(N)cc(Cl)n1)c1ccc(Cl)c(Cl)c1,3,101,-2,11,0.1,0,-2,99,-1,99,-5
Cc1ccccc1NC(=O)Cn1nc(-c2ccccc2)nc1-c1ccccc1,3,93,0,22,0.5,-2,0,98,0,91,1
CCn1c(=O)cc(OCC(=O)NCc2cccnc2)c2ccccc21,1,105,1,15,0.2,1,-1,101,1,101,-1
CCOC(=O)N1CCN(C(=O)CSc2nc(C)nc3c2c(=O)n(C)c(=O)n3C)CC1,1,91,-3,14,0.2,-1,0,101,0,100,-5
CCN(CC)CCCN1C(=O)C(=O)/C(=C(/O)c2ccc(C)cc2)C1c1ccccn1 (configuration not stated),-6,103,-4,36,-1.5,-1,-7,105,-1,101,-7
CCSc1nc2ccccc2[nH]1,2&1,102&99,-2&-5,15&52,0.5&0.2,-4&1,-3&-7,94&99,-3&-8,91&99,-4&-9
CC1CN(C(=O)COC(=O)c2ccc(Cl)c(S(=O)(=O)N3CCCCC3)c2)CC(C)O1 (configuration not stated),3,103,0,24,1.2,-2,-2,?,-2,102,-5
COc1ccc(-c2cc(NCc3ccccn3)n3ncnc3n2)cc1,1,100,2,22,0.1,-1,0,100,0,97,0
CCc1nc(SCc2ccc(Cl)cc2)n[nH]1,8,98,-6,21,0.1,-2,3,96,0,99,-5
CC(C)N1C(=O)NC2(c3ccccc3)N(C)C(=O)N(C)C12c1ccccc1 (configuration not stated),0,102,-6,24,0.4,2,-1,99,-2,103,-2
O=C(NCc1ccc(-c2nc3ccccc3s2)cc1)c1cc2ccccc2o1,1,98,-2,11,0.4,-1,-5,95,-5,93,-4
O=C(NCCCCCCNC(=O)NCc1ccco1)NCc1ccco1,-1,99,-9,35,0.3,-2,-13,93,-8,98,-14
CCOC(=O)c1sc2nc(CN3CCCCC3)nc(Cl)c2c1C,0,105,-5,74,0.2,0,0,103,-1,102,5
COc1ccc(C(=O)NCc2ccc(-n3cccc3)cc2)cc1OC,20,99,0,16,0.7,3,-1,?,1,102,-2

# Quoted at random: two records from the list, in no set order.
SMILES,ABCG2 inh,RGS4-Gao reg,Bcl-B Bim block,GSH fluor,ABCB1 block,Bim-Bcl-W,Bcl-2 Bim block,RGS7-Gao,Bcl-XL Bim block,RGS8-Gao reg,Bim-Bfl-1
CC1CN(C(=O)COC(=O)c2ccc(Cl)c(S(=O)(=O)N3CCCCC3)c2)CC(C)O1 (configuration not stated),3,103,0,24,1.2,-2,-2,?,-2,102,-5
COc1cccc(NC(=O)CSc2nc3ccsc3c(=O)n2-c2ccc(C(=O)O)cc2)c1,-1,99,-4,12,-0.1,-1,-2,100,-1,101,-4

# Further structures follow:
SMILES,ABCG2 inh,RGS4-Gao reg,Bcl-B Bim block,GSH fluor,ABCB1 block,Bim-Bcl-W,Bcl-2 Bim block,RGS7-Gao,Bcl-XL Bim block,RGS8-Gao reg,Bim-Bfl-1
COc1cccc(CC2(CO)CCN(Cc3cn(C)nc3C)CC2)c1,0,101,0,11,0.0,-2,0,99,-3,99,6
O=S(=O)(NCC(c1cccnc1)N1CCN(c2ccc(F)cc2)CC1)c1cccs1 (configuration not stated),4,100,-11,14,1.2,-7,-9,103,-13,99,-10
N#Cc1c2n(cnc1=O)CCCCC2,8,101,-1,17,1.1,-6,-2,98,-4,102,0
N#Cc1cc([N+](=O)[O-])cnc1NCC(O)CO (configuration not stated),0,97,-3,26,0.1,5,-2,98,-3,99,-9
CCCNC(=O)NCCc1c(C)[nH]c2ccccc12,1,98,-7,22,0.4,0,-8,95,-4,94,-9
O=C(NCCCN1CCCCC1)c1ccc2c(c1)NC(=O)C(N1CCOCC1)S2 (configuration not stated),1,99,-4,11,0.3,-3,3,98,-2,98,0
CCOC(=O)c1c(-c2ccc(C)cc2)csc1NC(=O)c1ccc(N2C(=O)CCC2=O)cc1,-4,99,-6,9,-0.9,-3,-2,106,-6,99,-1
CNC(=O)c1ccc(N(Cc2ccccc2)S(C)(=O)=O)cc1,-3,94,0,37,-0.6,-3,-4,90,-1,95,-6
Cc1nnn(-c2nonc2N)c1C(=O)N/N=C/c1ccccc1O,0,96,-10,18,-0.2,-9,-4,98,-9,99,-11
Cc1[nH]n(-c2ccccc2)c(=O)c1C(=O)c1cccc(F)c1,6,100,-2,12,0.9,-2,-5,105,-4,99,-5
COc1ccccc1Oc1c(C)oc2c(CN(C)C)c(O)ccc2c1=O,1,103,-1,9,-0.2,0,-7,98,0,102,-25
CSc1ccc(/C=C/C(=O)NC(=O)c2ccccc2O)cc1,0,93,-4,11,0.1,2,1,93,0,93,0
Cc1ccc(-n2c(C)cc(/C=N/NC(=O)c3ccc(CN4CCOCC4)cc3)c2C)cc1,4,103,-3,24,0.8,-1,0,101,-1,106,-1
O=C(NC1CCCc2ccccc21)c1cncc(Br)c1 (configuration not stated),6,111,2,16,0.6,3,-1,112,2,124,0
CCOc1ccc(C(=O)COC(=O)CC)cc1,-6,98,1,29,-5.5,-1,0,98,1,102,-1
O=C(CNS(=O)(=O)c1ccc(F)cc1)N1CCN(c2ccccc2)CC1,0,99,-2,34,0.3,0,0,97,-2,94,3
Cc1ccc(OCC(=O)NCCO)c(Br)c1,0,104,0,16,-0.3,-1,-2,105,-1,112,0
Cc1c(C(=O)Nc2ccc(N3CCOCC3)cc2)cccc1[N+](=O)[O-],0,85,-2,17,0.0,0,-2,?,0,94,-1
CN(C)C(CNC(=O)CCCOc1ccccc1)c1ccco1 (configuration not stated),8,118,6,13,0.9,3,2,115,3,127,1
COc1ccc(/C=C2\SC(=N)N(c3nccs3)C2=O)cc1OC,-1,100,19,11,-0.2,12,9,100,11,104,5
COCC(=O)N(CCc1ccc(OC)cc1)Cc1nc2ccccc2c(=O)[nH]1,2,117,-1,10,0.1,-2,1,109,0,104,0
C/C(=N\NS(C)(=O)=O)c1ccccc1,4,95,-5,13,0.7,0,-7,99,-5,101,-12
COc1cc2c(cc1C=O)OC(C)C2 (configuration not stated),2,101,0,12,-1.4,2,0,98,1,101,-2
CC(=O)Cn1c2ccccc2n2nc(CCC(=O)O)c(=O)nc12,0,103,-4,22,0.0,1,-7,103,-2,102,-4
O=C(CSc1nnc(-c2ccccc2)o1)Nn1cnnc1,4,100,-5,29,0.6,0,-2,99,0,98,-1
CCOC(=O)CCc1c(C)nc2cc(-c3ccc(Cl)cc3)[nH]n2c1=O,0,99,-1,12,0.0,-4,-7,91,-2,98,-3
Cc1c(C(=O)O)c(=S)sn1CCOc1ccccc1,9,102,-9,38,2.2,-3,-11,103,-10,100,-16
Cc1cc(C)cc(NC(=S)NCc2cccs2)c1,0,102,2,5,-0.3,0,3,100,0,87,4
CCOc1ccc(S(=O)(=O)NCc2ccccc2Cl)cc1C(N)=O,3,99,2,11,0.8,2,0,100,7,101,3
CC1CCN(c2ccc(NC(=O)Cc3ccccc3)cc2)CC1,5,95,-4,18,0.7,0,-4,93,-1,97,-8
COc1ccc(C(=O)COc2ccc(F)cc2)c(O)c1C,16,97,-3,11,2.3,0,-1,101,-1,96,-5
O=C(O)CCC(=O)c1cccc2ccccc12,0,88,-3,20,0.3,0,7,103,0,88,0
CSc1ccc(/C=C(\C(=O)O)c2ccc(S(=O)(=O)N3CCCCC3)s2)cc1,-4,83,7,11,-0.6,7,1,65,2,84,5
CN(C)c1ccc(C(=O)OCC(=O)NC2CCCCC2)cc1,4,100,-4,24,0.6,-2,-2,103,-1,105,-3
CC(C)CNC(=O)CSc1nnc(-c2cccc(S(=O)(=O)N3CCCCC3)c2)o1,6,100,-4,5,0.7,-1,-2,102,-3,104,-7
O=C(c1cc2cc(Br)cc(Br)c2oc1=O)N1CCCc2ccccc21,3,94,-3,26,0.3,3,-5,101,-1,102,-3
Cc1cc(C)n(C(=O)CNC(=O)c2cccs2)n1,0,98,-1,6,0.1,-4,-2,99,-7,100,1
Cc1ccc(OCC(=O)NNC(=O)CSc2ncnc3sc(C)c(C)c23)cc1,0,95,-3,10,-0.1,-1,-2,100,-2,99,-3
COc1ccc(C2CC(=O)N(C)c3ccccc3S2)cc1OC (configuration not stated),4,100,-3,11,0.8,2,-1,97,0,99,0
O=C(c1ccco1)N1CCN(S(=O)(=O)c2ccc(Oc3ccccc3)cc2)CC1,0,99,-2,57,0.2,-1,-1,100,0,100,-3
CC(=O)Nc1ccc2c(c1)C(C)(C)C(C)N2C (configuration not stated),0,101,-5,14,-1.3,-1,-1,100,-2,103,0
C#Cc1ccc([C@@H]2C=C(C(=O)OCC=C)O[C@H](OCc3ccc(CO)cc3)C2)cc1,4,93,-5,18,0.6,0,-2,91,-6,95,-3

# Eleven entries from above, bar-delimited.
Structure | ABCG2 inh | RGS4-Gao reg | Bcl-B Bim block | GSH fluor | ABCB1 block | Bim-Bcl-W | Bcl-2 Bim block | RGS7-Gao | Bcl-XL Bim block | RGS8-Gao reg | Bim-Bfl-1
O=C(O)CCC(=O)c1cccc2ccccc12 | 0 | 88 | -3 | 20 | 0.3 | 0 | 7 | 103 | 0 | 88 | 0
CSc1ccc(/C=C(\C(=O)O)c2ccc(S(=O)(=O)N3CCCCC3)s2)cc1 | -4 | 83 | 7 | 11 | -0.6 | 7 | 1 | 65 | 2 | 84 | 5
CN(C)c1ccc(C(=O)OCC(=O)NC2CCCCC2)cc1 | 4 | 100 | -4 | 24 | 0.6 | -2 | -2 | 103 | -1 | 105 | -3
CC(C)CNC(=O)CSc1nnc(-c2cccc(S(=O)(=O)N3CCCCC3)c2)o1 | 6 | 100 | -4 | 5 | 0.7 | -1 | -2 | 102 | -3 | 104 | -7
O=C(c1cc2cc(Br)cc(Br)c2oc1=O)N1CCCc2ccccc21 | 3 | 94 | -3 | 26 | 0.3 | 3 | -5 | 101 | -1 | 102 | -3
Cc1cc(C)n(C(=O)CNC(=O)c2cccs2)n1 | 0 | 98 | -1 | 6 | 0.1 | -4 | -2 | 99 | -7 | 100 | 1
Cc1ccc(OCC(=O)NNC(=O)CSc2ncnc3sc(C)c(C)c23)cc1 | 0 | 95 | -3 | 10 | -0.1 | -1 | -2 | 100 | -2 | 99 | -3
COc1ccc(C2CC(=O)N(C)c3ccccc3S2)cc1OC (configuration not stated) | 4 | 100 | -3 | 11 | 0.8 | 2 | -1 | 97 | 0 | 99 | 0
O=C(c1ccco1)N1CCN(S(=O)(=O)c2ccc(Oc3ccccc3)cc2)CC1 | 0 | 99 | -2 | 57 | 0.2 | -1 | -1 | 100 | 0 | 100 | -3
CC(=O)Nc1ccc2c(c1)C(C)(C)C(C)N2C (configuration not stated) | 0 | 101 | -5 | 14 | -1.3 | -1 | -1 | 100 | -2 | 103 | 0
C#Cc1ccc([C@@H]2C=C(C(=O)OCC=C)O[C@H](OCc3ccc(CO)cc3)C2)cc1 | 4 | 93 | -5 | 18 | 0.6 | 0 | -2 | 91 | -6 | 95 | -3
